Screens as filed in PubChem.
aSyn yeast inh: rescues yeast growth from alpha-synuclein toxicity; Yeast expressing alpha-synuclein, growth rescue, BacTiter-Glo, 24 h; Potency, µM (titrated, usually from 46.1 µM), for the others: at the highest dose growth rescue (activation), actives largely listed as activators; 0.14% of 370,000 active; AID 652106; also: potency is read from the fitted curve at half-maximal effect; % of control where 0% means no effect; nearly all actives have a fitted effect of over 65% in size
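Screening used galactose-induced yeast with toxic alpha-synuclein levels, exposed to compound for 24 hr at 30 deg C. Cell growth, read with BacTiter-Glo luminescence, gave the measured signal.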
GLP-1R inv ag: acts as inverse agonist at human GLP-1 receptor; P43220; HEK293 GLP-1R CRE-luciferase, luminescence, 24 h; GLP-1R form is constitutively active; Potency, µM (highest dose often 38.3 µM), without a hit: at the highest dose activity change, negative = inhibition, actives largely listed as inhibitors; 1.6% of 410,000 active; AID 624417; also: potency is read from the fitted curve at half-maximal effect; % is scaled to controls: 0 for no effect and ±100 for the full control effect; nearly all actives have a fitted effect of over 55% in size
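Inverse agonism was detected as reduced cAMP-driven luciferase luminescence after 24 h compound treatment. The cells were HEK293 clones expressing constitutively active human GLP-1R with the reporter. Reporter-only and GPR119 cell lines served as counterscreen controls.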
D3 antag: blocks the human D3 dopamine receptor. max response, negative = inhibition, %. 2.5% of 360,000 active. D3R cells, DiscoveRx beta-arrestin luminescence, antagonist mode; active compounds read low; in the data active = max response below about -50%; inconclusive = no clear call, values can overlap the other calls; also: % is scaled to controls: 0 for no effect and ±100 for the full control effect; mostly tested at two doses, the higher about 12 µM
Target sequence (P35462 whole entry, looked up): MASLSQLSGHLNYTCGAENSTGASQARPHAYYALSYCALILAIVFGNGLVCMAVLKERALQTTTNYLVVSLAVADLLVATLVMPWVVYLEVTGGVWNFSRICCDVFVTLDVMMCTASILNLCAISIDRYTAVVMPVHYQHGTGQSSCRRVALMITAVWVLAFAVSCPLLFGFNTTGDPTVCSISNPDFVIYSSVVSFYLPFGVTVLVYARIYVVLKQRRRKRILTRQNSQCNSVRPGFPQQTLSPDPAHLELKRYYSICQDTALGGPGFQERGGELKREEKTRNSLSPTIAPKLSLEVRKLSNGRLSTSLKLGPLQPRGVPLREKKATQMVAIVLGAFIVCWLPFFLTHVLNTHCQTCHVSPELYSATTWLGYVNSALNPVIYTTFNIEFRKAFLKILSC
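Cells plated overnight at 1500 cells/well, then exposed to library compounds with dopamine controls for 90 minutes at 37 degrees C. DiscoveRx reagent added for 30–60 minutes at room temperature; luminescence read, quantitative HTS format.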
GLP-1R agonist: GLP-1 receptor (human) agonism | Potency, µM (titrated, usually from 45.6 µM), without a hit: at the top dose activation, actives largely listed as activators | 0.007% of 380,000 active | HEK293 GLP-1R CRE-luciferase, luminescence, 4-6 h; cells express a hypersensitive GLP-1R form; also: potency is read from the fitted curve at half-maximal effect; % of control where 0% means no effect
Akt phos inh: Akt phosphorylation inhibition | activity change, % for hits at 50 µM | 0.32% of 360,000 active | AID 651550 | Neuro2A IGF-stimulated pAkt S473 HTRF, 20 min; active compounds read low; in the data active = activity change below about -80%; inconclusive = mostly about -51% to -80%; also: % is scaled to controls: 0 for no effect and ±100 for the full control effect
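Single-point screen (50 µM final compound) in Neuro2A cells stimulated 20 min with 6 nM IGF at 37 deg C. After lysis, Ser473-phosphorylated Akt read by HTRF (ex 330 nm, em 615/665 nm) as the 665/615 ratio.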
FUS yeast rescue: rescues growth of FUS-expressing yeast; Potency, µM (titrated, usually from 76.6 µM), inactives show at the highest dose growth rescue (activation), actives largely listed as activators; S. cerevisiae FUS-expressing, growth rescue, OD600, 24 h; 0.24% of 390,000 active; AID 1347120;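 also: potency is read from the fitted curve at half-maximal effect; plate controls were DMSO vehicle for no effect and reference control for full effect; nearly all actives have a fitted effect of over 55% in size; some results filed as inactive show a strong effect at the top dose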
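Steps: raffinose overnight preculture; dilution to OD 0.005 in 2% galactose minimal medium; compound addition (concentration series); 24hr at 30C, 99% humidity; absorbance read at 600 nm.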
Abeta yeast res: restores growth of yeast expressing A-beta42 peptide; yeast expressing A-beta42, growth rescue, OD600, 48 h; response scale: 0% DMSO, 100% iron-clioquinol control; Potency, µM (titrated, usually from 46.1 µM), for inactives: at the highest dose growth rescue, most hits filed as activators; 0.063% of 410,000 active; also: potency is read from the fitted curve at half-maximal effect; nearly all actives have a fitted effect of over 55% in size
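Growth rescue measured by 600 nm absorbance after 48 h yeast culture at 30 C with compound. Values normalized between DMSO and an equimolar ferric chloride plus clioquinol control.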
TDP43 rescue: rescues yeast growth from TDP-43 toxicity; TDP-43 expressing yeast growth rescue, BacTiter-Glo, 24 h; Potency, µM (highest dose often 46.1 µM), without a hit: top-dose growth rescue (activation), hits mostly activators; 1.8% of 410,000 active; also: potency is read from the fitted curve at half-maximal effect; % of control where 0% means no effect; nearly all actives have a fitted effect of over 50% in size
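Yeast expressing TDP-43 (pregrown in raffinose, seeded at OD600=0.02 in galactose medium) exposed to compounds 24 hr at 30 deg C. Growth read by BacTiter-Glo luminescence; rescue of toxicity appears as increased signal.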
PTHR1 ag: activates the human parathyroid hormone receptor PTHR1 | Q03431 | HEK293 GP2 PTHR1 cells, GloSensor cAMP luminescence, 1 h | Potency, µM (doses to about 115 µM), for the others: top-dose activation, most hits filed as activators | 0.075% of 410,000 active | AID 743266; also: potency is read from the fitted curve at half-maximal effect; nearly all actives have a fitted effect of over 55% in size; some results filed as inactive show a strong effect at the top dose; inactives centre near -15; many of its hits are not listed in these tables
Target sequence (Q03431 whole entry, looked up): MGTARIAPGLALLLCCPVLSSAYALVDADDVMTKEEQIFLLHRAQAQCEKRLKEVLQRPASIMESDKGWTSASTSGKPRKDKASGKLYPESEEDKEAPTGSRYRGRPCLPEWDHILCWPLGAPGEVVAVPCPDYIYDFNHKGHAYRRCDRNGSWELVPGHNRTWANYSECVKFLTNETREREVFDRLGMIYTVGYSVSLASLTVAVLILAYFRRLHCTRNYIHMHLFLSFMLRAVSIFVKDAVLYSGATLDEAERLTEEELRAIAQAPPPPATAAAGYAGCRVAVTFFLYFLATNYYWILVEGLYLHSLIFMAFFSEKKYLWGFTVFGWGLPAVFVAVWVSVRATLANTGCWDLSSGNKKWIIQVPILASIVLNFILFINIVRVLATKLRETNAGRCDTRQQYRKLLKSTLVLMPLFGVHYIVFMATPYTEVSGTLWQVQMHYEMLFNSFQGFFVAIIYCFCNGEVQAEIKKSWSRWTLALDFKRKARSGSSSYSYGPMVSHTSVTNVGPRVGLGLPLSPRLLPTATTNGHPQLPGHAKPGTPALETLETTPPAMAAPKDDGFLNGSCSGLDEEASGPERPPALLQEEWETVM
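HEK-293-derived GP2 cells expressing PTHR1 and a GloSensor cAMP reporter, 3,000/well, plated overnight, given luciferin plus IBMX (each 0.5 mM as added) for 1 h at 37 °C, then compound for 1 h at 37 °C. Luminescence was read after 15 min at room temperature.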
Numbers without * were called inactive; i = inactive; ? = inconclusive; / = not tested or not shown; [ ] = dose if it differs, or a comment. Unless noted, calls follow the shape of the dose curve; as a rule, active = well fitted curve in the direction sought with a large enough effect; inconclusive = small, poorly fitted or top-dose-only effect, or another doubt; inactive = no such curve, though single readings can be large; an effect the other way counts as inactive or inconclusive. The list is partial; the hit share may differ from the screen's.

No. | SMILES | aSyn yeast inh | GLP-1R inv ag | D3 antag | GLP-1R agonist | Akt phos inh
1 | Cc1cc(-c2ccc(S(=O)(=O)N3CCN(c4cccc(C)c4C)CC3)s2)on1 | 2% | 6% | -19 | -2% | i
2 | CCc1ccccc1OCC(=O)Nc1cccc(S(=O)(=O)NC2=NCCCCC2)c1 | 13% | ? | -24 | 1% | i
3 | Cn1c(=O)oc2cc(S(=O)(=O)N3CCN(c4ccccn4)CC3)ccc21 | -6% | 5% | -4 | 2% | i
4 | CC(=O)NC(C)c1nc2ccccc2n1C(C)C (stereo unspecified) | 1% | 2% | -27 | 4% | i
5 | CS(=O)(=O)N1c2cccc3cccc(c23)S1(=O)=O | 6% | 16% | -29 | -1% | i
6 | COc1ccc(CCC(=O)NCc2nc3cccnc3n2Cc2cccc(OC)c2)cc1 | / | -3% | / | / | /
7 | COc1cc(F)ccc1S(=O)(=O)n1c(C)nc2ccccc21 | 1% | -28% | -14 | 0% | i
8 | Cc1ccc(C2=NO[C@@](CC(=O)O)(C(=O)Nc3ccc4c(c3)OCCO4)C2)cc1 | 4% | 15% | 0 | 4% | i
9 | Cc1ccc(CNc2cnccn2)cc1 | 0% | 0% | 12 | -2% | i
10 | O=[N+]([O-])c1cccnc1Sc1ccccc1Cl | -1% | -25% | -3 | 4% | i
11 | O=C(CSCc1ccccc1F)NCc1ccc(F)cc1 | 1% | -11% | 0 | ? | i
12 | CC(=O)Oc1ccc(C(=O)Nc2cccc(C(=O)Nc3ccccc3C(=O)O)c2)cc1 | -9% | 39%[activator] | 19 | -5% | i
13 | CCCN(CCC)S(=O)(=O)c1ccc(NS(C)(=O)=O)cc1 | 0% | 8% | -6 | -11% | i
14 | COc1ccc(CN2CCNC(=O)C2CC(=O)NC2CCCC2)c(OC)c1 (stereo unspecified) | 4% | 2% | -8 | 0% | i
15 | Cc1cc(C)c(S(=O)(=O)NCc2cn3c(C)csc3n2)c(C)c1 | 0% | -2% | 24 | -1% | i

No. | FUS yeast rescue | Abeta yeast res | TDP43 rescue | PTHR1 ag
1 | -24% | -1% | 22% | -22%
2 | 38% | -10% | -22% | -84%[inhibitor]
3 | -34% | -8% | -1% | -17%
4 | -19% | 13% | 0% | -13%
5 | 36% | 14% | -12% | i
6 | 11% | -20% | 9% | i
7 | 8% | -1% | 3% | -45%[inhibitor]
8 | 7% | 3% | -2% | i
9 | 36% | 17% | -20% | i
10 | -23% | 14% | 30% | i
11 | -2% | 6% | ? | i
12 | 3% | 3% | 3% | i
13 | -19% | 1% | 14% | i
14 | ? | / | 6% | i
15 | -1% | 11% | 1% | i

Quoted from above, compounds 1 to 2
No. | SMILES | aSyn yeast inh | GLP-1R inv ag | D3 antag | GLP-1R agonist | Akt phos inh
1 | Cc1cc(-c2ccc(S(=O)(=O)N3CCN(c4cccc(C)c4C)CC3)s2)on1 | 2% | 6% | -19 | -2% | i
2 | CCc1ccccc1OCC(=O)Nc1cccc(S(=O)(=O)NC2=NCCCCC2)c1 | 13% | ? | -24 | 1% | i

No. | FUS yeast rescue | Abeta yeast res | TDP43 rescue | PTHR1 ag
1 | -24% | -1% | 22% | -22%
2 | 38% | -10% | -22% | -84%[inhibitor]

Some values from the list.
For GLP-1R agonist, #9 has the entry -2%
For aSyn yeast inh, #11 has the entry 1%
For GLP-1R agonist, #7 has the entry 0%
For FUS yeast rescue, #10 has the entry -23%
For TDP43 rescue, #12 has the entry 3%

The list continues.
No. | SMILES | aSyn yeast inh | GLP-1R inv ag | D3 antag | GLP-1R agonist | Akt phos inh
16 | O=C(CCNC(=O)c1ccc([N+](=O)[O-])cc1)Nc1cc(C(F)(F)F)ccc1N1CCOCC1 | 2% | -24% | 10 | 6% | i
17 | CC(C)c1cccc(C(C)C)c1OC(=O)[C@H]1OC(c2ccc(Br)cc2)=C[C@@H]1c1ccc(Br)cc1 | 3% | 13µM* | 70 | -2% | i
18 | Cc1cccc(S(=O)(=O)Nc2ccc(S(=O)(=O)Nc3nccs3)cc2)c1 | -21% | 10% | -1 | -8% | i
19 | C#CCNC(=O)C1=C[C@H](c2csc3ccccc23)C[C@H](OCCCCO)O1 | 7% | -14% | -27 | 1% | i
20 | CCOc1ccc(C(C(=O)NCCC(C)C)N(CCO)C(=O)c2snc(C(N)=O)c2N)cc1 (stereo unspecified) | -2% | 6% | -4 | 22% | i
21 | CCN1C(=O)N/C(=C/c2cc(C)n(Cc3ccccc3)c2C)C1=O | 0% | 8% | -14 | 17% | i
22 | CC(C)Oc1ccc(C(CC(=O)NCc2ccco2)c2ccccc2)cc1 (stereo unspecified) | -10% | -28% | 10 | 15% | i
23 | CCCCOc1ccc(C(=O)NN2C(=O)NC3(CCCCC3)C2=O)cc1OC | 5% | ? | 9 | 7% | i
24 | COc1ccc(OCC(=O)NNC(=O)CCc2ccccc2)cc1 | 4% | -10% | -15 | 6% | i
25 | CC(=O)C[C@H](O)CC(=O)[C@H]1OC(=O)[C@H](C)C/C=C\Cc2ccccc21 | 13% | -16% | 4 | -6% | i
26 | Cc1ccc(C(=O)N/C(=C\c2ccc([N+](=O)[O-])cc2)C(=O)NCCc2ccccc2)cc1 | 0% | -2% | -23 | -18% | i
27 | COc1ccc(/C=C2\SC(=S)NC2=O)cc1OS(=O)(=O)c1ccc(NC(C)=O)cc1 | -3% | 8% | 24 | 0% | i
28 | CCN(CC)S(=O)(=O)c1ccc(Cl)c(NC(=O)CSc2nnc(-c3cccs3)o2)c1 | -5% | 7% | 6 | 0% | i
29 | O=C(NCCN1C(=O)C2C3C=CC(C3)C2C1=O)Nc1ccc(Br)cc1 (stereo unspecified) | 1% | ? | -6 | -4% | i
30 | COC(=O)/C(=C\c1cc(OC)c(OC)c(OC)c1)c1nc2ccccc2[nH]1 | 1% | -15% | -11 | 1% | i

No. | FUS yeast rescue | Abeta yeast res | TDP43 rescue | PTHR1 ag
16 | 0% | 9% | 14% | -3%
17 | 41% | 10% | -8% | -86%[inhibitor]
18 | -5% | -15% | -13% | i
19 | 10% | -11% | 6% | 1%
20 | 19% | 13% | -10% | i
21 | 36% | -11% | 20% | -46%[inhibitor]
22 | 36% | -10% | 19% | 10%
23 | 0% | -2% | 11% | i
24 | -6% | 7% | -14% | -9%
25 | 2% | 7% | -4% | -16%
26 | 29% | 4% | -10% | i
27 | 3% | 11% | 14% | -11%
28 | / | 2% | 20% | i
29 | -13% | -8% | -4% | i
30 | 34% | -4% | 18% | -23%

(next part)
No. | SMILES | aSyn yeast inh | GLP-1R inv ag | D3 antag | GLP-1R agonist | Akt phos inh
31 | CC(=O)Nc1ccc2c(c1)N(S(=O)(=O)c1cccs1)CCC2 | 0% | 6% | -2 | 10% | i
32 | Cc1cccc(CN2CCC(CNc3ncnc4onc(-c5ccc(Cl)cc5)c34)CC2)c1 | / | 1% | / | 1% | /
33 | O=[N+]([O-])c1cc(C(F)(F)F)cc([N+](=O)[O-])c1NCCN1CCNCC1 | -6% | -25% | 11 | -6% | i
34 | CC(=O)Nc1ccccc1C(=O)N1CCN(Cc2ccc3c(c2)OCO3)CC1 | -1% | 15% | 4 | -5% | i
35 | CCOc1ccc(NC(=O)c2ccc(N3CC4CC(C3)c3cccc(=O)n3C4)c(NC(=O)c3ccncc3)c2)cc1 (stereo unspecified) | 0% | 5% | 6 | 9% | i
36 | Cc1cc2nc3c(nc2cc1C)CCCC3 | -1% | 18% | -22 | 14% | i
37 | COc1ccc(OC)c(CNS(=O)(=O)c2ccc3c(c2)CCCN3C(C)=O)c1 | / | -6% | / | / | /
38 | COc1ccc(C2/C(=C(/O)c3ccccc3)C(=O)C(=O)N2CCO)cc1 (stereo unspecified) | 0% | -1% | -23 | -3% | i
39 | Clc1ccc(-n2nnnc2Sc2ncnc3sccc23)cc1 | -48%[inhibitor] | 7.9µM* | -17 | -49%[inhibitor] | i
40 | O=C(NCc1ccccn1)[C@H]1C[C@@H]1[C@H](NP(=O)(c1ccccc1)c1ccccc1)c1ccccc1 | -2% | 0% | 5 | 7% | i
41 | N#C/C(C(N)=O)=C1/CCCN1Cc1ccccc1 | -2% | 16% | -9 | 11% | i
42 | Cc1ccc(NC(=O)CC(O)(C(F)(F)F)C(F)(F)F)cc1 | -2% | -27% | 4 | -9% | i
43 | O=C(O)c1ccccc1C(=O)NNc1ccc(Cl)cc1 | 16% | ? | -14 | -7% | i
44 | Cc1ccccc1C(=O)Nc1cccc(C#N)c1 | -14% | 1% | 13 | 23% | i

No. | FUS yeast rescue | Abeta yeast res | TDP43 rescue | PTHR1 ag
31 | 16% | -1% | 11% | i
32 | -14% | 8% | 15% | -2%
33 | 2% | -38%[inhibitor] | 1% | i
34 | 9% | 1% | 7% | i
35 | 24% | -9% | -3% | i
36 | -29% | 1% | 2% | -24%
37 | 7% | 10% | 14% | -6%
38 | 21% | 17% | 4% | i
39 | 8% | -75%[inhibitor] | 10µM* | i
40 | 7% | 15% | 0% | i
41 | 3% | -16% | -10% | 11%
42 | -9% | 21% | 13% | -8%
43 | 37% | -4% | 9% | -7%
44 | 29% | 21% | 17% | i

One compound at a time, from the list above:
CC(=O)Nc1ccc2c(c1)N(S(=O)(=O)c1cccs1)CCC2 is listed as aSyn yeast inh: 0%; GLP-1R inv ag: 6%; D3 antag: -2; GLP-1R agonist: 10%; Akt phos inh: i; FUS yeast rescue: 16%; Abeta yeast res: -1%; TDP43 rescue: 11%; PTHR1 ag: i
O=[N+]([O-])c1cc(C(F)(F)F)cc([N+](=O)[O-])c1NCCN1CCNCC1 is listed as aSyn yeast inh: -6%; GLP-1R inv ag: -25%; D3 antag: 11; GLP-1R agonist: -6%; Akt phos inh: i; FUS yeast rescue: 2%; Abeta yeast res: -38%[inhibitor]; TDP43 rescue: 1%; PTHR1 ag: i
